UBC13 polyUb: inhibitors of human UBC13 polyubiquitin chain formation | AID 485273 | 0.47% of 330,000 active | P61088 | TR-FRET | inhibition, % at 20 µM; in the data active = inhibition above about 45%, passing the limit was not always enough
Target sequence (P61088 whole entry, looked up): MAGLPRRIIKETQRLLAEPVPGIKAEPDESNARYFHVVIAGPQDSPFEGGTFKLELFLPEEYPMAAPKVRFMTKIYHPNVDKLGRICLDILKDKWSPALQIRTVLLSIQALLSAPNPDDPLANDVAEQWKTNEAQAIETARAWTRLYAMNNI
A3G deaminase: APOBEC3G (human) deaminase inhibition; Q9HC16; recombinant A3G, ssDNA deamination FAM/TAMRA fluorescence; inhibition, % at 20 µM; 0.28% of 330,000 active; AID 493012;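 active = inhibition of at least 40% at 20 µM, with no more than 30% in the related APOBEC3A deaminase screen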;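 note: plate controls were DMSO wells with A3G for no effect and wells lacking A3G enzyme for full effect; some compounds called inactive have numbers as strong as hits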
SENP7 block: blocks the human protease SENP7. inhibition, % at 5 µM. 1.5% of 330,000 active. recombinant SENP7, Z-RLRGG-aminoluciferin luminescence, 40 min;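 active = inhibition above about 50% at the single test dose, limit read from the data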;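 note: plate controls were DMSO with enzyme for no effect and no enzyme buffer wells for full effect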
SENP6 block: inhibitors of human SENP6 protease | inhibition, % at 10 µM | 1.8% of 330,000 active | AID 2599 | Q9GZR1 | Recombinant SENP6 catalytic domain, aminoluciferin luminescence;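 active = inhibition above about 50% at the single tested dose, limit read from the data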;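 note: plate controls were DMSO wells with enzyme for no effect and DMSO wells lacking enzyme for full effect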
Target sequence (Q9GZR1 628-1112 limits assumed): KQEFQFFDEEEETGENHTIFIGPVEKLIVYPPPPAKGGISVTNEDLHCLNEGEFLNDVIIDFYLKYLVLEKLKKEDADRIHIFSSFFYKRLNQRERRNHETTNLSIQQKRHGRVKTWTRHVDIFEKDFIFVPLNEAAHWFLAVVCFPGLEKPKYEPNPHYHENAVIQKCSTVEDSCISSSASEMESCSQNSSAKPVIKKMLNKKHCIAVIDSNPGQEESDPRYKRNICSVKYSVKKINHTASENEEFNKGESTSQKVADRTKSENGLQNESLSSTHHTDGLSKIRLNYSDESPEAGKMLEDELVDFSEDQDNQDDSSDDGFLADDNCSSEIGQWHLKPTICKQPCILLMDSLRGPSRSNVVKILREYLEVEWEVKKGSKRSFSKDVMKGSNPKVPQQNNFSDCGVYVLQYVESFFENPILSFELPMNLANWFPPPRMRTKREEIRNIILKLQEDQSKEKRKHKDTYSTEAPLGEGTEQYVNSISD
SENP8 block-1: inhibitors of human SENP8 protease | Q96LD8 | recombinant SENP8, Nedd8 substrate fluorescence | inhibition, % at 20 µM | 0.64% of 360,000 active | AID 602440; in the data active = inhibition mostly above about 40%, no sharp cut-off; inactive = mostly below about 27%
Apaf1 inhib: inhibitors of human Apaf-1 apoptosome. reconstituted apoptosome caspase-3 activity, DEVD-Rh110 fluorescence. O14727. 0.71% of 330,000 active. inhibition, % at 20 µM. AID 489030; active = inhibition of at least 40% at 20 µM;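 note: plate controls were DMSO wells for no effect and DEVD-CHO caspase inhibitor wells for full effect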
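Assay system – apoptosome proteins · Medium – Hepes buffer, pH 7.5 · Also added – cytochrome c with DEVD-Rh110 · Timing – 30 min compound preincubation, 50 min activation, room temperature · Detection – Rh110 fluorescence, excitation 480 nm, emission 540 nm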
SENP8 block-2: blocks the human protease SENP8. Q96LD8. purified SENP8, Z-RLRGG-aminoluciferin cleavage, luminescence. inhibition, % at 10 µM. 1.2% of 330,000 active. AID 2540; in the data active = inhibition above about 50%
SENP1 FRET inh: blocks the human SENP1 SUMO protease catalytic domain; inhibition, % at 10 µM; recombinant SENP1 catalytic domain, CyPet-SUMO1-YPet FRET cleavage; AID 624204; 0.21% of 360,000 active; Q9P0U3;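 active = inhibition at least 30% at 10 µM, raw YFP signal under a set limit, fluorescence ratio 0.5 to 1.5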;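 note: 0% = enzyme with DMSO and 100% = no enzyme wells; some results filed as inactive read as strong as hits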
Target sequence (Q9P0U3 419-644 limits assumed): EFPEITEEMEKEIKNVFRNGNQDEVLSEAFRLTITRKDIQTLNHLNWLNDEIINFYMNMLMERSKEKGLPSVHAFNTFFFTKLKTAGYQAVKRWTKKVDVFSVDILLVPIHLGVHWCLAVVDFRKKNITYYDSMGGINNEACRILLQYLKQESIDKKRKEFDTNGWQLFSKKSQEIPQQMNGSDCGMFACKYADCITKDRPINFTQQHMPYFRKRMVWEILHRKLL
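Assay system – human recombinant His6-tagged SENP1 catalytic domain enzyme · Input – SENP1 enzyme, 20 pM final · Buffer or medium – Tris pH 8 buffer plus EDTA, NaCl, BME, BSA, NP40, catalase · Schedule – 50 min reaction at room temperature · Technique – FRET read of cyan and yellow fluorescence · Control set – no-enzyme wells low, DMSO-plus-enzyme wells high control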
* = called active by the depositor.

`COC(=O)C1=C(C)NC(=O)CC1c1ccc(F)c(Br)c1` (configuration not stated) gave UBC13 polyUb 13, A3G deaminase -1, SENP7 block -1, SENP6 block -2, SENP8 block-1 8, Apaf1 inhib -6, SENP8 block-2 1 and SENP1 FRET inh -3.
`Cc1cc(C)c(S(=O)(=O)N2CCOCC2)c(C)c1N(C)S(=O)(=O)c1ccccc1` gave UBC13 polyUb -3, A3G deaminase -10, SENP7 block 3, SENP6 block -6, SENP8 block-1 -4, Apaf1 inhib 4, SENP8 block-2 4 and SENP1 FRET inh 1.
For CCN(Cc1cccs1)C(=O)CN1C(=O)NC2(CCCc3ccccc32)C1=O (configuration not stated) the results were UBC13 polyUb -5, A3G deaminase -1, SENP7 block -5, SENP6 block 2, SENP8 block-1 7, Apaf1 inhib -4, SENP8 block-2 -13 and SENP1 FRET inh -1.
CSc1nnc(-c2ccccc2N=Cc2c(C)[nH]n(-c3ccc4ccccc4c3)c2=O)c(=O)[nH]1 was read as UBC13 polyUb -21, A3G deaminase 1, SENP7 block 16, SENP6 block 78*, SENP8 block-1 41*, Apaf1 inhib 1, SENP8 block-2 53* and SENP1 FRET inh 4.
For CCN(CC)C(=O)[C@H]1C[C@H](CC(=O)NCc2cccc(C(F)(F)F)c2)C(=O)N2CCc3c([nH]c4ccc(Cl)cc34)[C@]12C the results were A3G deaminase -3, SENP7 block 3, SENP8 block-1 18, Apaf1 inhib 46* and SENP1 FRET inh 0.
For Cc1ccc(S(=O)(=O)NCc2ccccn2)c(C)c1C the results were UBC13 polyUb -7, A3G deaminase 0, SENP7 block 10, SENP6 block 24, SENP8 block-1 6, Apaf1 inhib 1, SENP8 block-2 2 and SENP1 FRET inh -1.
Screening Cc1ccc(CCN2CC(C(=O)NCc3ccc4c(c3)OCO4)CC2=O)cc1 (configuration not stated) returned UBC13 polyUb 10, A3G deaminase -5, SENP7 block 0, SENP6 block 67*, SENP8 block-1 22, Apaf1 inhib -23, SENP8 block-2 2 and SENP1 FRET inh 1.
`O=C(c1ccc2c(=O)n(-c3ccccc3)c(=S)[nH]c2c1)N1CCN(c2ccccc2)CC1` gave UBC13 polyUb 1, A3G deaminase -8, SENP7 block 2, SENP6 block -4, SENP8 block-1 18, Apaf1 inhib -2, SENP8 block-2 1 and SENP1 FRET inh 3.
Screening COc1ccccc1-c1nc(SCC(=O)N2CCC(C(N)=O)CC2)n[nH]1 returned UBC13 polyUb -1, A3G deaminase -2, SENP7 block -5, SENP6 block -12, SENP8 block-1 10, Apaf1 inhib 15, SENP8 block-2 -13 and SENP1 FRET inh 3.
COCCNC(=O)CN(C(=O)c1ccc(N2CCCC2)nc1)c1ccccc1 was read as UBC13 polyUb -2, A3G deaminase -6, SENP7 block 6, SENP6 block -7, SENP8 block-1 -3, Apaf1 inhib -5, SENP8 block-2 -5 and SENP1 FRET inh 3.
For CC(C)COP(=O)(c1ccc(N(C)C)cc1)C(Nc1ccccc1)c1ccccc1 (configuration not stated) the results were UBC13 polyUb 5, A3G deaminase 8, SENP7 block -10, SENP6 block -13, SENP8 block-1 33, Apaf1 inhib 12, SENP8 block-2 -2 and SENP1 FRET inh 1.
COC(=O)C1C(=O)C=C(Nc2ccc(F)cc2F)CC1c1ccc(OC)cc1 (configuration not stated) was read as UBC13 polyUb 4, A3G deaminase -2, SENP7 block 7, SENP6 block -4, SENP8 block-1 8, Apaf1 inhib -4, SENP8 block-2 6 and SENP1 FRET inh 1.
`Cc1ccccc1S(=O)(=O)Cc1ccc(C(=O)NCCCN2CCCC2)o1` gave UBC13 polyUb 2, A3G deaminase -6, SENP7 block 0, SENP6 block 2, SENP8 block-1 3, Apaf1 inhib 6, SENP8 block-2 -3 and SENP1 FRET inh -6.
For Cc1cc(C(=O)NC(CC(C)C)C(=O)O)cc(C)c1[N+](=O)[O-] (configuration not stated) the results were UBC13 polyUb -12, A3G deaminase -6, SENP7 block -2, SENP6 block -28, SENP8 block-1 18, Apaf1 inhib -2, SENP8 block-2 -12 and SENP1 FRET inh 2.
For CCn1ncc(Br)c1C(=O)Nc1ccccc1C(F)(F)F the results were UBC13 polyUb 3, A3G deaminase 1, SENP7 block 9, SENP6 block -8, SENP8 block-1 23, Apaf1 inhib 4, SENP8 block-2 -4 and SENP1 FRET inh 2.
`Clc1cc2cccnc2c2ncccc12` gave UBC13 polyUb -42, A3G deaminase -4, SENP7 block -9, SENP6 block -4, SENP8 block-1 4, Apaf1 inhib 5, SENP8 block-2 -19 and SENP1 FRET inh 5.
For COc1cccc(CNC(=S)Nc2cc(OC)ccc2OC)c1 the results were UBC13 polyUb -8, A3G deaminase -3, SENP7 block -7, SENP6 block 5, SENP8 block-1 15, Apaf1 inhib 12, SENP8 block-2 -9 and SENP1 FRET inh 1.
CC(Oc1cccc(Br)c1)C(=O)N1CCCN(C)CC1 (configuration not stated) was read as UBC13 polyUb 9, A3G deaminase -8, SENP7 block -12, SENP6 block -20, SENP8 block-1 2, Apaf1 inhib -1, SENP8 block-2 -2 and SENP1 FRET inh 0.
Screening COc1cc(C(=O)Nc2c(C)cc(C)cc2C)c([N+](=O)[O-])cc1OC returned UBC13 polyUb 0, A3G deaminase 5, SENP7 block 19, SENP6 block 4, SENP8 block-1 14, Apaf1 inhib 1, SENP8 block-2 5 and SENP1 FRET inh 0.
N#Cc1c2n(c3c(=O)n(Cc4ccccc4)cnc13)CCCC2 was read as UBC13 polyUb -11, A3G deaminase -3, SENP7 block -8, SENP6 block -22, SENP8 block-1 5, Apaf1 inhib 1, SENP8 block-2 -6 and SENP1 FRET inh 1.

Reprinted at random: three entries already listed, in no set order.
Screening COc1cc(C(=O)Nc2c(C)cc(C)cc2C)c([N+](=O)[O-])cc1OC returned UBC13 polyUb 0, A3G deaminase 5, SENP7 block 19, SENP6 block 4, SENP8 block-1 14, Apaf1 inhib 1, SENP8 block-2 5 and SENP1 FRET inh 0.
N#Cc1c2n(c3c(=O)n(Cc4ccccc4)cnc13)CCCC2 was read as UBC13 polyUb -11, A3G deaminase -3, SENP7 block -8, SENP6 block -22, SENP8 block-1 5, Apaf1 inhib 1, SENP8 block-2 -6 and SENP1 FRET inh 1.
For CC(C)COP(=O)(c1ccc(N(C)C)cc1)C(Nc1ccccc1)c1ccccc1 (configuration not stated) the results were UBC13 polyUb 5, A3G deaminase 8, SENP7 block -10, SENP6 block -13, SENP8 block-1 33, Apaf1 inhib 12, SENP8 block-2 -2 and SENP1 FRET inh 1.

(next part)
Cc1cc(Cl)ccc1C(=O)C1CCCN(C(=O)c2cncs2)C1 (configuration not stated) was read as UBC13 polyUb 1, A3G deaminase -8, SENP7 block 4, SENP6 block 12, SENP8 block-1 5, Apaf1 inhib 3, SENP8 block-2 15 and SENP1 FRET inh 1.
Screening COCc1nnc(NC(=O)c2ccc(S(=O)(=O)N3CCCc4ccccc43)cc2)o1 returned UBC13 polyUb -4, A3G deaminase -5, SENP7 block 0, SENP6 block -8, SENP8 block-1 4, Apaf1 inhib -11, SENP8 block-2 7 and SENP1 FRET inh 2.
`O=C(c1ccc([N+](=O)[O-])cc1)N1CCN(c2ncccn2)CC1` gave UBC13 polyUb 7, A3G deaminase -4, SENP7 block 1, SENP6 block -13, SENP8 block-1 8, Apaf1 inhib -16, SENP8 block-2 0 and SENP1 FRET inh 3.
For C#CCOC(=O)CN1C(=O)c2cccc3cccc(c23)C1=O the results were UBC13 polyUb -5, A3G deaminase -13, SENP7 block 2, SENP6 block 18, SENP8 block-1 -261, Apaf1 inhib -12, SENP8 block-2 0 and SENP1 FRET inh 0.
Screening COC(=O)C1CCN(C(=O)COC(=O)c2ccc(=O)n(Cc3ccccc3)n2)CC1 returned UBC13 polyUb 0, A3G deaminase -4, SENP7 block 2, SENP6 block -7, SENP8 block-1 15, Apaf1 inhib -3, SENP8 block-2 12 and SENP1 FRET inh 0.
Screening Cc1ccc2cc(CCNC(=O)Cc3cccs3)c(=O)[nH]c2c1 returned UBC13 polyUb 3, A3G deaminase -8, SENP7 block 5, SENP6 block 2, SENP8 block-1 -24, Apaf1 inhib -2, SENP8 block-2 9 and SENP1 FRET inh 2.
Screening CCOC(=O)CCc1c(C)nc(SCCCn2c(=O)[nH]c3ccccc32)c(C#N)c1C returned UBC13 polyUb 11, A3G deaminase -8, SENP7 block 13, SENP6 block -19, SENP8 block-1 10, Apaf1 inhib -6, SENP8 block-2 -8 and SENP1 FRET inh 2.
For CC(=O)C1=C(C)NC(=O)NC1c1ccc(OC2CCCC2)cc1 (configuration not stated) the results were UBC13 polyUb 4, A3G deaminase -11, SENP7 block 0, SENP6 block 6, SENP8 block-1 -72, Apaf1 inhib -12, SENP8 block-2 -3 and SENP1 FRET inh -27.
For C/C(CC(=O)Nc1ccc2ccccc2c1)=N\NC(=O)c1cnccn1 the results were UBC13 polyUb -2, A3G deaminase 1, SENP7 block 4, SENP6 block 11, SENP8 block-1 -28, Apaf1 inhib 21, SENP8 block-2 -4 and SENP1 FRET inh -2.
Screening CN(C)S(=O)(=O)c1cccc(NC(=O)CSc2cccc3cccnc23)c1 returned UBC13 polyUb 5, A3G deaminase 0, SENP7 block 2, SENP6 block 0, SENP8 block-1 -352, Apaf1 inhib -1, SENP8 block-2 -1 and SENP1 FRET inh -16.
CC(=O)Nc1ccc(NC(=O)Nc2ccccc2C)cc1 was read as UBC13 polyUb 0, A3G deaminase 21, SENP7 block 16, SENP6 block 15, SENP8 block-1 27, Apaf1 inhib -26, SENP8 block-2 -2 and SENP1 FRET inh 2.
Screening C[C@@H]1CC[C@]2(C(=O)O[C@@H]3O[C@H](CO)[C@@H](O)[C@H](O)[C@H]3O)CC[C@]3(C)C(=CCC4[C@@]5(C)C[C@@H](O)[C@H](O)[C@@](C)(C(=O)O[C@@H]6[C@H](O)C[C@@]7(C)C(CC[C@]8(C)C7CC=C7[C@H]9[C@](C(=O)O[C@@H]%10O[C@H](CO)[C@@H](O)[C@H](O)[C@H]%10O)(CC[C@@H](C)[C@@]9(C)O)CC[C@]78C)[C@@]6(CO)C(=O)O)C5CC[C@]43C)[C@@H]2[C@]1(C)O (some centres not stated) returned UBC13 polyUb -21, A3G deaminase -7, SENP7 block -7, SENP6 block -19, SENP8 block-1 17, Apaf1 inhib 11, SENP8 block-2 -11 and SENP1 FRET inh 0.
Screening COc1ccc(Cl)cc1-n1c(=S)sc2c(=O)[nH]c(SCC(=O)NCC3CCCO3)nc21 (configuration not stated) returned UBC13 polyUb -4, A3G deaminase -5, SENP7 block 1, SENP6 block 8, SENP8 block-1 9, Apaf1 inhib -15, SENP8 block-2 4 and SENP1 FRET inh 1.
`C=CCNC(=O)c1ccccc1NC(=O)c1ccc(Cl)c(S(=O)(=O)Nc2cccc(C)c2C)c1` gave UBC13 polyUb 27, A3G deaminase -1, SENP7 block 3, SENP6 block -12, SENP8 block-1 9, Apaf1 inhib 10, SENP8 block-2 -3 and SENP1 FRET inh 1.
`CCOC(=O)C1=C(C)N(c2ccc(OCC)cc2)C(=O)/C1=C\c1ccco1` gave UBC13 polyUb -9, A3G deaminase -3, SENP7 block -4, SENP6 block 11, SENP8 block-1 14, Apaf1 inhib 12, SENP8 block-2 -8 and SENP1 FRET inh 6.
COc1ccc(CNC(=O)CN(Cc2ccc(OC)cc2)C(=O)CCC(=O)Nc2ccccn2)cc1 was read as UBC13 polyUb 2, A3G deaminase -6, SENP7 block 2, SENP6 block -6, SENP8 block-1 9, Apaf1 inhib 5, SENP8 block-2 -3 and SENP1 FRET inh 0.
`COc1ccc(/C=N/n2cnnc2)cc1Cn1nc(C)c([N+](=O)[O-])c1C` gave UBC13 polyUb 7, A3G deaminase -7, SENP7 block 6, SENP6 block 14, SENP8 block-1 5, Apaf1 inhib 3, SENP8 block-2 5 and SENP1 FRET inh 1.

Bioassay records as filed in PubChem.
